Screening results from PubChem BioAssay.
POLB inh: qHTS Assay for Inhibitors of DNA Polymerase Beta | Pol beta primer extension/strand displacement, fluorescence kinetic | Potency, µM (series often up to 114 µM), for inactives: at the top dose activity change, negative = inhibition, hits mostly inhibitors | P06746 | 340,000 compounds, 1.3% hits; also: potency is read from the fitted curve at half-maximal effect; % is scaled to controls: 0 for no effect and ±100 for the full control effect
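Curves were derived by four-parameter Hill fits of normalized qHTS data. The kinetic fluorescent primer-extension read was taken at 0 and 10 min after 50 nM substrate, following a 15 min room-temperature preincubation of 10 nM enzyme with compounds.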
RXFP1 antagonist: qHTS Assay for Antagonists of the Relaxin Receptor RXFP1; AID 1259400, 2018; 350,000 compounds, 0.59% hits; Relaxin receptor 1 (Homo sapiens), Q9HBX9; activity change, negative = inhibition, % at 57.5 µM; HEK293-RXFP1, relaxin-stimulated cAMP HTRF, 30 min; hits give low values;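 active = activity change of -60% or lower, but not beyond a set lower limit; inconclusive = change between -60% and -40%, or beyond the set limit; inactive = change above -40%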; also: % is scaled to controls: 0 for no effect and ±100 for the full control effect
APE1 inh: qHTS Assay for Inhibitors of the Human Apurinic/apyrimidinic Endonuclease 1 (APE1). AID 2517, 2012. Potency, µM (series often up to 65.8 µM), without a hit: at the top dose activity change, negative = inhibition, actives largely listed as inhibitors. recombinant APE1, TAMRA/BHQ-2 abasic DNA cleavage fluorescence. 350,000 compounds, 0.35% hits;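 also: potency is read from the fitted curve at half-maximal effect; plate controls were vehicle for no effect and reference inhibitor for full effect; nearly all actives have a fitted effect of over 55% in size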
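Enzyme (0.75 nM final) and test compound are incubated 15 min at room temperature before adding 50 nM quenched THF abasic-site duplex. Cleavage dequenches TAMRA, followed at 525/598 nm over three reads one minute apart.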
Pol eta inh: qHTS for Inhibitors of Polymerase Eta | DNA polymerase eta (Homo sapiens), Q9Y253 | recombinant Pol eta, fluorescent DNA replication assay | Potency, µM (titrated, usually from 114 µM), without a hit: at the highest dose activity change, negative = inhibition, most hits filed as inhibitors | 390,000 compounds, 1.2% hits | AID 588591, 2011; also: potency is read from the fitted curve at half-maximal effect; % is scaled to controls: 0 for no effect and ±100 for the full control effect
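Fluorescent replication assay: 50 nM final substrate added after a 15 min room-temperature compound preincubation with 10 nM enzyme. Signal taken at 0 min and again at 10 min.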
BLM inh: qHTS Assay for Inhibitors of Bloom's syndrome helicase (BLM); RecQ-like DNA helicase BLM (Homo sapiens), P54132; Potency, µM (top dose mostly 56.1 µM), without a hit: at the top dose activity change, negative = inhibition, hits mostly inhibitors; recombinant BLM DNA unwinding, fluorescence dequenching; 350,000 compounds, 0.2% hits; AID 2528, 2010;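 also: potency is read from the fitted curve at half-maximal effect; plate controls were vehicle for no effect and no enzyme for full effect; nearly all actives have a fitted effect of over 35% in size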
Target sequence (P54132 whole entry, looked up): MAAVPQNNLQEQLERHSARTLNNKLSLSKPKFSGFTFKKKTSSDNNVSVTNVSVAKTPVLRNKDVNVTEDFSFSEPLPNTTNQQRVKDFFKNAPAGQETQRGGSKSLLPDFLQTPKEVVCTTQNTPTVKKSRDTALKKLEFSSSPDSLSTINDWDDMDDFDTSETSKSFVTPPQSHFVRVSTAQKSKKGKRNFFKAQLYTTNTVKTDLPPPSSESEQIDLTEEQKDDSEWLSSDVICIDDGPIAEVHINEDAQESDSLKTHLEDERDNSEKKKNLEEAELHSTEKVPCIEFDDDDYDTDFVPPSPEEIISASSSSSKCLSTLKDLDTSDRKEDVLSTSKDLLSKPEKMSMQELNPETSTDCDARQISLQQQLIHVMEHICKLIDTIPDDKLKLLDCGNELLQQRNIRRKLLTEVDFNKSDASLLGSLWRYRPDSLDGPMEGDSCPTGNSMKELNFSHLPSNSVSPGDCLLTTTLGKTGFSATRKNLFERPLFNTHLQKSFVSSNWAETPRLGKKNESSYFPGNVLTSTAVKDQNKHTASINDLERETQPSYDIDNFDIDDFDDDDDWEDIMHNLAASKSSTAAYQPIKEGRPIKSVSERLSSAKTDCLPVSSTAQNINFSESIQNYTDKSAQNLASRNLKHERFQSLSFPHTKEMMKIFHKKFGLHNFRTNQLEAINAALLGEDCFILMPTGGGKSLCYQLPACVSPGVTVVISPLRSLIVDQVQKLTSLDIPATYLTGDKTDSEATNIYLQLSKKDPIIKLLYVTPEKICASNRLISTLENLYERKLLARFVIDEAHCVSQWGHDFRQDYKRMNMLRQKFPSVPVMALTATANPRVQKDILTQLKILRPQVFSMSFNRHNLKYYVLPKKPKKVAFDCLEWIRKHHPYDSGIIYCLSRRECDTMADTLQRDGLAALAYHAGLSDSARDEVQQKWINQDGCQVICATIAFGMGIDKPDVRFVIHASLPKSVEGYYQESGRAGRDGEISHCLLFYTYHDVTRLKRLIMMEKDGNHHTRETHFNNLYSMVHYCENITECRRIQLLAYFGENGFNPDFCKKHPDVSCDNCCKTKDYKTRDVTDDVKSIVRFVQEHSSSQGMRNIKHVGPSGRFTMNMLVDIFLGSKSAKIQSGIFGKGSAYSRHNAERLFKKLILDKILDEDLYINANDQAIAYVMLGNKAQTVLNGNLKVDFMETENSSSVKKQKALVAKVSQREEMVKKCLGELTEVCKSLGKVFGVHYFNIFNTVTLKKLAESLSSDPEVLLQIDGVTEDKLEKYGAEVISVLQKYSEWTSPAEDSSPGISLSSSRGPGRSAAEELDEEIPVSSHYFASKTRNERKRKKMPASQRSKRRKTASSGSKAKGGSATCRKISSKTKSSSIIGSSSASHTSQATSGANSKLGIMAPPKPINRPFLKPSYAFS
Anesthetic bind: qHTS Assay for Identification of Novel General Anesthetics; Ferritin light chain (Equus caballus), P02791; apoferritin/1-aminoanthracene competitive binding, fluorescence; Potency, µM (top dose mostly 77.5 µM), without a hit: top-dose activity change, negative = displacement, most hits filed as inhibitors; 350,000 compounds, 0.074% hits; also: potency is read from the fitted curve at half-maximal effect; % is scaled to controls: 0 for no effect and ±100 for the full control effect; nearly all actives have a fitted effect of over 20% in size
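Probe: 1-aminoanthracene (50% saturated, PBS). Protein: horse-spleen apoferritin, 10 uM. Incubation: 10 min, room temperature. Detection: 380 nm excitation, 535 nm emission. Analysis: normalized response, four-parameter Hill.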
POLK inh: qHTS for Inhibitors of Polymerase Kappa | DNA polymerase kappa (Homo sapiens), Q9UBT6 | purified Pol kappa, fluorescent DNA synthesis assay, 10 min | Potency, µM (top dose mostly 107 µM), for the others: top-dose activity, negative = inhibition, hits mostly inhibitors | 400,000 compounds, 0.53% hits | AID 588579, 2011; also: potency is read from the fitted curve at half-maximal effect; % is scaled to controls: 0 for no effect and ±100 for the full control effect
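Here, compound and 10 nM enzyme are combined for 15 min at room temperature; adding 50 nM substrate (final) starts DNA synthesis, tracked by fluorescence at 0 and 10 min against buffer-only wells.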
Tb PGK inh: qHTS Assay to Find Inhibitors of Phosphoglycerate Kinase | Phosphoglycerate kinase, glycosomal (Trypanosoma brucei brucei), P07378 | PGK/GAPDH coupled, Kinase-Glo luminescence, 60 min | Potency, µM (top dose mostly 57.5 µM), for inactives: top-dose activity change, negative = inhibition, actives largely listed as inhibitors | 380,000 compounds, 0.043% hits; also: potency is read from the fitted curve at half-maximal effect; % is scaled to controls: 0 for no effect and ±100 for the full control effect; nearly all actives have a fitted effect of over 60% in size
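Recombinant glycosomal PGK reaction used 1,3-bisphosphoglycerate generated in-well by GAPDH (100nM final) in 100mM TEA pH 7.6, 5mM MgCl2, 0.01% Tween-20. After 60 minutes at room temperature, ATP was read by Kinase-Glo Plus luminescence end-point.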
POLI inh: qHTS for Inhibitors of Polymerase Iota. DNA polymerase iota (Homo sapiens), Q9UNA4. Pol iota fluorescent replication assay, 10 min. Potency, µM (doses to about 115 µM), inactives show at the highest dose activity, negative = inhibition, usual class: inhibitors. 390,000 compounds, 1% hits. AID 588590, 2011; also: potency is read from the fitted curve at half-maximal effect
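Fluorescent replication assay read twice, at 0 min and 10 min after adding 50 nM (final) substrate. Enzyme (10 nM) and compounds were first incubated 15 min at room temperature; enzyme-free buffer wells were negative controls.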
Active calls of the source: *; i = inactive; ? = inconclusive; . = not tested or not shown; [ ] = remark or other dose. Unless noted, calls follow the shape of the dose curve; as a rule, active = well fitted curve in the direction sought with a large enough effect; inconclusive = small, poorly fitted or top-dose-only effect, or another doubt; inactive = no such curve, though single readings can be large; an effect the other way counts as inactive or inconclusive.

molecule | POLB inh | RXFP1 antagonist | APE1 inh | Pol eta inh | BLM inh | Anesthetic bind | POLK inh | Tb PGK inh | POLI inh
CCOc1ccc(N(CC)C(=O)c2cc3c(=O)oc4ccccc4c3s2)cc1 | 14% | . | . | 2% | -5% | ? | -9% | 9% | -8%
Cc1cc(C(=O)NN=C(Cc2ccccc2)Cc2ccccc2)c(C)o1 | 26% | . | -2% | -12% | -3% | ? | -7% | 8% | 33%[activator]
O=C(Nc1ccc(O)c2c(=O)cc(-c3cccc(Cl)c3)oc12)c1ccc(F)cc1 | 4% | . | -1% | -9% | 0% | -5% | -2% | -2% | -8%
COc1ccc(C(=O)NCC2(c3ccccc3)CCOCC2)cc1[N+](=O)[O-] | -2% | -8 | -1% | -4% | -5% | 2% | -11% | -7% | 10%
CSc1ccccc1NC(=O)COC(=O)CCCOc1ccc(C)cc1 | . | 2 | -11% | -14% | . | . | -14% | 9% | 15%
O=C(NC(=S)NCCC1=CCCCC1)c1cncc(Br)c1 | 1% | 24 | 3% | -22% | -8% | -5% | -9% | -7% | 18%
COc1ccccc1C(CNC(=O)CCNC(=O)c1ccccc1Cl)N1CCCC1 (stereo not given) | . | 3 | 9% | -6% | . | . | 4% | i | 42%[activator]
CC1(C)CC(NC(=O)c2cccc(Cl)c2)CC(C)(C)N1 | 17% | -7 | 37% | -3% | -3% | -2% | -5% | 3% | 125%[activator]
O=C(Nc1ccc(Cl)cc1)c1cc2c(Cl)nc3ccccc3c2s1 | 2% | . | . | -7% | -9% | -1% | -18% | 7% | 6%
COc1ccc(CCNC(=O)COC(=O)/C=C/c2ccc(OCC#N)c(OC)c2)cc1 | 29% | . | -4% | -11% | 3% | -7% | 8% | i | 11%
COc1ccccc1NS(=O)(=O)c1ccc(C)c(NC(=O)C2CCCO2)c1 (stereo not given) | . | -6 | -2% | -1% | . | . | 6% | -1% | 3%
CCOC(=O)c1ccc(CN(Cc2ccc(Cl)cc2Cl)S(=O)(=O)c2ccc(F)c(C)c2)cc1 | -1% | -12 | . | -10% | -6% | -5% | -1%[60.1 µM] | -10% | 12%
N/C(COc1cccc(Cl)c1)=N\NS(=O)(=O)c1ccccc1 | -1% | -13 | 0% | -12% | 1% | 2% | 4% | i | 5%
CC(C)(C)NC(=O)C(c1cccnc1)N(C(=O)c1ccc(Cl)nc1)C1CCCC1 (stereo not given) | -16% | -7 | ? | 4% | -10% | -13% | -1% | 4% | 162%[activator]
COc1ccc(CN(Cc2ccccn2)C(=O)CN2C(=O)COc3ccccc32)cc1 | 5% | 6 | 0% | 3% | -1% | -11% | -10% | -9% | -8%
CCOc1cc(C2C3=C(CC(C)(C)CC3=O)OC3=C2C(=O)CC(C)(C)C3)cc([N+](=O)[O-])c1O | -14% | -12 | -4% | -20% | -8% | ? | -12% | i | 87%[activator]
Cc1cc(C)n2nc(-c3ccco3)nc2n1 | -12% | -6 | 0% | 11% | -3% | -5% | -11% | -5% | 147%[activator]
Cc1ccnc(NS(=O)(=O)c2ccc(NS(=O)(=O)c3ccc([N+](=O)[O-])cc3)cc2)n1 | 31% | -6 | -8% | 4% | 0% | 8% | -12% | 0% | 19%
CC(Sc1nc(N2CCOCC2)c2c(c1C#N)CC(C)(C)OC2)C(=O)O (stereo not given) | 2% | 12 | -16% | -7% | -3% | -5% | -12% | 4% | 4%
CC(=O)Nc1cccc(C(=O)/C=C/c2ccc(Br)cc2)c1 | 19% | -19 | 2% | ? | -12% | -5% | -19% | 0% | ?
CN(C(=O)Cn1cc([N+](=O)[O-])ccc1=O)C1CCCCC1 | . | 2 | -4% | -7% | . | . | -19% | -2% | 10%
CCC(CO)Oc1cc(NC(=O)c2ccc(Cl)cc2)c2ncn(C(C)C)c2c1 (stereo not given) | . | . | 3% | -9% | . | . | -12% | -1% | ?
Cc1ccc(NS(=O)(=O)c2cc(C(=O)N3CCOCC3)ccc2C)cc1C | -15% | -1 | -1% | -2% | 1% | -7% | 0% | 0% | 14%
Cc1cc(NC(=O)CSc2ccc3nnc(-c4cccs4)n3n2)no1 | 1% | . | 19% | 8% | -10% | -8% | -6% | -4% | -28%
Cc1ccc2c(c1)N(CC(=O)NC1CCCC1)C(=O)CO2 | 23% | -7 | 2% | -7% | -3% | 5% | 4% | -8% | -17%
CCOC(=O)C1=C(C)C(c2ccccc2OC)NC(=O)N1 (stereo not given) | 71% | 5 | -2% | -15% | 5% | 4% | 5% | i | 2%
CC(=O)c1cccc(NC(=O)c2cc(C)nn2-c2ccccc2)c1 | 25% | -1 | -11% | -18% | -6% | -1% | -5% | -5% | 95%[activator]
O=c1c2ccccc2[nH]c(=S)n1Cc1ccccc1 | 2% | -4 | -15% | -14% | 1% | -6% | -3% | -5% | 59%[activator]
CCOc1ccc(C(=O)Nc2c(C(=O)N3CCC(N4CCCCC4)CC3)oc3ccccc23)cc1 | -6% | -2 | 31%[activator] | -12% | -7% | -19% | 8% | i | -17%
Cc1ccc(NC(=O)CCCCCNS(=O)(=O)c2ccc(C)cc2)cc1 | 30% | -9 | 2% | -9% | 2% | -1% | 3% | -9% | 19%
COc1ccc(C)cc1NC(=O)CN1c2cccc3cccc(c23)S1(=O)=O | . | 5 | -14% | -9% | . | . | -6% | i | 3%
O=C(Nc1cc(C2CC2)nn1-c1ccccc1)c1ccc(F)cc1 | . | . | 22% | -18% | . | . | ? | 0% | 0%
COc1ccc(NC(=O)CSCCc2ccccn2)cc1OC | 35% | -18 | 8% | -19% | 3% | -4% | -4% | 4% | 75%[activator]
CC(=O)c1cccc(Nc2cc(C)nc3ccc(C)cc23)c1 | -113% | 2 | 0% | 5% | 10% | -15% | -7% | 3% | 119%[activator]
O=C(Cc1ccc(Cl)c(Cl)c1)OCCN1CCCC1 | 14%[57.1 µM] | . | 17% | -4%[57.1 µM] | . | . | . | . | 1%[58.9 µM]
Cc1ccc(C)c(S(=O)(=O)C(C#N)c2nc3ccccc3nc2N2CCOCC2)c1 (stereo not given) | 10% | -8 | 11% | 1% | -3% | 10% | -1% | -3% | -3%
Cc1ccc2c(c1)N(CCC(=O)NCc1cccnc1)C(=O)CO2 | ? | -5 | 6% | 12% | 0% | -7% | -1% | i | 24%
Brc1ccc(-c2csc(-c3nc(-c4ccc(Br)s4)cs3)n2)cc1 | -18% | -7 | . | -28% | -1% | 1% | -9% | i | 10%
O=C(Nc1cccnc1Cl)C1=NN(c2ccccc2)C(=O)CC1 | 8% | -24 | -6% | -2% | -2% | -7% | -15% | 0% | -1%
O=C(Nc1ccccc1)c1ccccc1NC(=O)[C@H]1CCCC[C@H]1C(=O)O | 0% | -4 | 17% | -18% | -4% | -4% | -11% | i | 32%[activator]

Taken from above:
Cc1ccc2c(c1)N(CC(=O)NC1CCCC1)C(=O)CO2 in Tb PGK inh: -8%
COc1ccc(C)cc1NC(=O)CN1c2cccc3cccc(c23)S1(=O)=O in Pol eta inh: -9%

Later entries:
molecule | POLB inh | RXFP1 antagonist | APE1 inh | Pol eta inh | BLM inh | Anesthetic bind | POLK inh | Tb PGK inh | POLI inh
Cc1c(Cl)cccc1NC(=O)CSc1nnc(C)n1CC1CCCO1 (stereo not given) | 8% | -5 | 1% | -1% | -6% | -12% | 0% | -2% | 12%
CC(OC(=O)Cc1c[nH]c2ccccc12)C(=O)NC1(C#N)CCCCC1 (stereo not given) | -2% | 1 | 14% | 1% | 0% | -10% | -8% | -1% | 19%
O=C(NC1CCS(=O)(=O)C1)C12CC3CC(CC(C3)C1)C2 (stereo not given) | 11% | -4 | 0% | 3% | -1% | -4% | -5% | 2% | 22%
O=C(CSc1nc(-c2ccc(F)cc2)cs1)Nc1ccccn1 | -12% | -2 | -2% | -7% | 1% | 0% | -12% | 2% | 48%[activator]
CN(C)S(=O)(=O)N1CCCC(C(=O)c2ccc(C(F)(F)F)cc2)C1 (stereo not given) | 18% | -3 | 2% | -6% | -1% | ? | -13% | 7% | 161%[activator]
OC(c1ccccc1)(C1CCCCC1)C(CN1CCOCC1)c1ccccc1 (stereo not given) | 4% | -18 | -4% | -9% | -7% | -13% | -11% | -3% | -6%
O=C(CC1(O)C(=O)Nc2ccc(Br)cc21)c1ccc2c(c1)OCO2 (stereo not given) | 3% | -10 | -1% | -3% | 0% | -17% | -3% | -4% | 10%
Cc1cccc(/C=N\Nc2cn[nH]c(=O)c2Cl)c1 | 8% | -2 | -3% | -12% | -2% | -15% | -4% | -13% | -14%[58.9 µM]
Cc1ccc(N(CC(=O)N2CCCC2)S(C)(=O)=O)cc1C | -13% | 12 | 19% | -1% | -4% | 1% | -9% | -8% | 196%[activator]
COc1ccc(Cc2nc3ccc(C(=O)NCC4COCCO4)cc3o2)cc1OC (stereo not given) | 44% | 14 | -2% | 9% | -2% | 7% | -9% | -3% | -1%
COC(=O)c1ccc(NC(=O)CSc2nc(=O)n3cccc(C)c3n2)cc1 | . | -1 | 20% | -4% | . | . | -4% | -6% | 27%

Only part of the results is shown, so the mix of outcomes need not match the whole.
